BAZ2B inh = blocks human BAZ2B; Q9UIF8; AlphaScreen BAZ2B-H3K14Ac peptide displacement; Potency, µM (highest dose often 114 µM), for the others: at the highest dose activity change, negative = inhibition, actives largely listed as inhibitors; hit rate 4.4% among 360,000; AID 504333; also: % is scaled to controls: 0 for no effect and ±100 for the full control effect; nearly all actives have a fitted effect of over 60% in size
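Inhibition is scored as reduced AlphaScreen emission. The BAZ2B/b-H3(5-23)K14Ac complex (50 nM each) in PBS pH 7.4, 0.01% Tween-20 meets compound (up to 110 uM) for 30 min at RT before bead addition.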
APE1 inh = APE1 (human) endonuclease inhibition; P27695; recombinant APE1, TAMRA/BHQ-2 abasic DNA cleavage fluorescence; Potency, µM (top dose mostly 65.8 µM), for the others: at the highest dose activity change, negative = inhibition, most hits filed as inhibitors; hit rate 0.35% among 350,000;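 also: plate controls were vehicle for no effect and reference inhibitor for full effect; nearly all actives have a fitted effect of over 55% in size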
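0.75 nM APE1 + cpd, 15 min RT; start w/ 50 nM TAMRA/BHQ-2 THF-abasic dsDNA; kinetic fluor 525/598 nm ×3 reads @60 s; Δ(read3−read1); normalized to DMSO and NSC13755 control wells.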
Apoferritin bind = binds horse apoferritin like a general anesthetic; P02791; apoferritin/1-aminoanthracene competitive binding, fluorescence; Potency, µM (titrated, usually from 77.5 µM), inactives show at the highest dose activity change, negative = displacement, actives largely listed as inhibitors; hit rate 0.074% among 350,000; AID 485281; also: % is scaled to controls: 0 for no effect and ±100 for the full control effect; nearly all actives have a fitted effect of over 20% in size
Target sequence (P02791 2-175 limits assumed): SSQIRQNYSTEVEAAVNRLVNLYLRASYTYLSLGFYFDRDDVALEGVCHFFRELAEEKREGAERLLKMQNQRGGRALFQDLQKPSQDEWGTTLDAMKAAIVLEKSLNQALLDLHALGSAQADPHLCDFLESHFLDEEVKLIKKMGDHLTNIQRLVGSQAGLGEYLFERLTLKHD
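Read-out: endpoint 1-AMA fluorescence, excitation 380 nm and emission 535 nm, after compounds sit 10 min at room temperature with 10 uM horse-spleen apoferritin in 50% saturated 1-AMA/PBS. Values come from four-parameter Hill fits.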
G9a block = blocks human histone lysine methyltransferase G9a. Q96KQ7. AID 504332. Potency, µM (top dose mostly 102 µM), inactives show at the highest dose activity, negative = inhibition, usual class: inhibitors. G9a H3K9 monomethylation, AlphaScreen, 2 h. hit rate 8.8% among 350,000; also: % is scaled to controls: 0 for no effect and ±100 for the full control effect; nearly all actives have a fitted effect of over 75% in size
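Quantitative HTS format: methyltransferase activity on a biotin-tagged H3K9 peptide is measured by AlphaScreen, using a rabbit anti-monomethyl-H3K9 antibody with streptavidin donor and anti-IgG acceptor beads. Final levels are 20 nM enzyme, 500 nM peptide, 20 uM SAM; 2 h RT.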
Pol iota inh = DNA polymerase iota (human) inhibition. Q9UNA4. Pol iota fluorescent replication assay, 10 min. Potency, µM (highest dose often 115 µM), without a hit: at the highest dose activity, negative = inhibition, hits mostly inhibitors. hit rate 1% among 390,000
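Pol iota at 10 nM preincubated 15 min with compounds at room temperature; reaction started with fluorescent substrate, 50 nM final. Fluorescence read kinetically at 0 and 10 min; buffer-only wells as negative control.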
Pol beta inh = blocks human DNA polymerase beta activity. hit rate 1.3% among 340,000. Potency, µM (doses to about 114 µM), inactives show at the top dose activity change, negative = inhibition, usual class: inhibitors. Pol beta primer extension/strand displacement, fluorescence kinetic. P06746; also: % is scaled to controls: 0 for no effect and ±100 for the full control effect
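Human Pol beta at 10 nM; strand-displacement substrate 50 nM final. Compound exposure 15 min at room temperature before start, reaction 10 min at room temperature.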
BLM inh = Bloom syndrome helicase (human) inhibition. P54132. recombinant BLM DNA unwinding, fluorescence dequenching. Potency, µM (top dose mostly 56.1 µM), for inactives: top-dose activity change, negative = inhibition, usual class: inhibitors. hit rate 0.2% among 350,000;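 also: plate controls were vehicle for no effect and no enzyme for full effect; nearly all actives have a fitted effect of over 35% in size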
Pol eta inh = inhibitors of human DNA polymerase eta; Q9Y253; recombinant Pol eta, fluorescent DNA replication assay; Potency, µM (top dose mostly 114 µM), without a hit: top-dose activity change, negative = inhibition, hits mostly inhibitors; hit rate 1.2% among 390,000; AID 588591; also: % is scaled to controls: 0 for no effect and ±100 for the full control effect
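Fluorescent replication assay: 50 nM final substrate added after a 15 min room-temperature compound preincubation with 10 nM enzyme. Signal taken at 0 min and again at 10 min.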
POLK inh = blocks human DNA polymerase kappa activity; Q9UBT6; Potency, µM (doses to about 107 µM), for the others: top-dose activity, negative = inhibition, most hits filed as inhibitors; purified Pol kappa, fluorescent DNA synthesis assay, 10 min; hit rate 0.53% among 400,000; also: % is scaled to controls: 0 for no effect and ±100 for the full control effect
Target sequence (Q9UBT6 whole entry, looked up): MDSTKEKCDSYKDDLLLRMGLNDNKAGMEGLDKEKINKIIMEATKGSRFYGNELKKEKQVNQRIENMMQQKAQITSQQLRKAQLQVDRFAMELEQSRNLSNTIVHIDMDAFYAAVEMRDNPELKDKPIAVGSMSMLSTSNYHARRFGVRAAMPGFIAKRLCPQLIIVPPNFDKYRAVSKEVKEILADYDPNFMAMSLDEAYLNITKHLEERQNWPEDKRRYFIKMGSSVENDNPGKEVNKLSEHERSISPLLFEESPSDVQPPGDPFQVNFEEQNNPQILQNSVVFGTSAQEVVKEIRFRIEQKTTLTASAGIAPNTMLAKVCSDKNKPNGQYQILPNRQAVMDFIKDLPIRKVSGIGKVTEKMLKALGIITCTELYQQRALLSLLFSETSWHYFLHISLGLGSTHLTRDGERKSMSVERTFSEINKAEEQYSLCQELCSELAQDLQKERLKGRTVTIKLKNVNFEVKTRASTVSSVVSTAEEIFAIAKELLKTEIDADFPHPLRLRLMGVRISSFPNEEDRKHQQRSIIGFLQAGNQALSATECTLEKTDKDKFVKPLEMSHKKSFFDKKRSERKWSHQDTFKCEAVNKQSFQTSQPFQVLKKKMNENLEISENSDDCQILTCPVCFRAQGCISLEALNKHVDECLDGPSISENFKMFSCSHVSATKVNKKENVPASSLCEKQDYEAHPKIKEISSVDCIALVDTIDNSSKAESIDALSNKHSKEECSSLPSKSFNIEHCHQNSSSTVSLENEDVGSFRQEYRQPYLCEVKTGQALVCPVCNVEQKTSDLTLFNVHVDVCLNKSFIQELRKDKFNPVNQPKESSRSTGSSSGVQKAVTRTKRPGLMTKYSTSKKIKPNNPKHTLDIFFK
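Pol kappa 10 nM + cpd, 15 min RT; start w/ substrate 50 nM final; fluorescence kinetic read, 0 and 10 min. Neg ctrl: buffer, no enzyme.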
An asterisk follows results filed as active; ? = inconclusive; / = no result given; & = joins results of further samples; [ ] = dose if it differs, or a comment. Calls follow the shape of the dose curve; as a rule, active = well fitted curve in the direction sought with a large enough effect; inconclusive = small, poorly fitted or top-dose-only effect, or another doubt; inactive = no such curve, though single readings can be large; an effect the other way counts as inactive or inconclusive. Potency is read from the fitted curve at half-maximal effect. An excerpt. The share of hits here may be higher or lower than overall.

mol,POLK inh,BLM inh,APE1 inh,Pol beta inh,Pol iota inh,BAZ2B inh,G9a block,Apoferritin bind,Pol eta inh
COc1ccc(/C=C/C(=O)NCC(=O)N/N=C/c2cc(Br)ccc2OCc2ccccc2)cc1,-7%,-9%,0%,?,1%,-1%,7%[59 µM],-16%,?
On1nnc2ccc(C(F)(F)F)cc21,1%,-5%,4%,0%,-14%,-21%,12%[12.7 µM],-4%,14%
Cc1cc(C(=O)COc2ccc(C#N)cc2)c(C)n1CC1CCCO1 (configuration not stated),-5%,/,4%,/,?,/,/,/,-15%
O=C(c1cccc(OC2CCN(Cc3cccc(OCCO)c3)CC2)c1)N1CCCC1,-1%,-1%,12%,-1%,21%,?,/,-7%,-14%
CC(=O)N1N=C(c2cccs2)CC1c1ccc(Br)cc1 (configuration not stated),-5%,-6%,-10%,2%,-4%,-2%,20%,-6%,-5%
CCN(CC)S(=O)(=O)c1ccc(Cl)c(C(=O)Nc2nnc(C)s2)c1,-11%,-5%,-1%,5%,0%,6%,-4%[59 µM],-9%,-9%
Cc1cc(-c2nnc(CCC(=O)NCC(C)c3ccccc3)o2)no1 (configuration not stated),-8%,4%,12%,31%,41%[activator],4%,/,-10%,-11%
COc1ccc(-c2noc(N3CCC(C(=O)Nc4ccc(OC)c(OC)c4)CC3)n2)cc1,5%&4%,-6%&-1%,17%,2%&13%,-9%&17%,-5%&1%,10%,-11%&2%,-4%&-9%

Later entries
mol,POLK inh,BLM inh,APE1 inh,Pol beta inh,Pol iota inh,BAZ2B inh,G9a block,Apoferritin bind,Pol eta inh
CCN(CC(=O)Nc1ccc(NC(C)=O)cc1)C(=O)c1cc(CN2C(=O)c3ccccc3C2=O)ccc1OC,-8%,/,6%,/,14%,8%,-1%,/,-17%
Cc1cc(-c2nc3ncccc3o2)ccc1N,-5%,-3%,2%,-10%,-4%,2%,-1%[59 µM],59%[activator],-17%
Nc1nc(Oc2ccc(F)cc2)c(Br)c(=O)[nH]1,-17%,2%,19%,-1%,-5%,7%,47%,-7%,-4%
Cc1ccc(C)c(-c2nnc(NC(=O)c3ccc4c(c3)OCCO4)o2)c1,-5%[60.1 µM],-8%,/,17%,-2%,10%,54%[activator][59 µM],-2%,1%
COc1ccc(CCN(Cc2cc3cccc(C)c3n3nnnc23)C(=O)c2ccncc2)cc1OC,/,-1%,13%,0%,/,-13%,8%[12.7 µM],-7%,/
O=C(NCc1ccccn1)c1cccc(S(=O)(=O)Nc2ccccc2Cl)c1,-3%,/,9%,/,32%[activator],11%,4%[12.7 µM],/,-4%
O=C(Nc1ccc2c(c1)C(=O)N(CC1CCCO1)C2=O)c1ccccc1Br (configuration not stated),-11%,-1%,-2%,8%,7%,-6%,9%,1%,4%
CC1CC(C)CN(C(=O)CCNS(=O)(=O)c2ccc3c(c2)CCC(=O)N3)C1 (configuration not stated),-1%,-1%,1%,26%,14%,-1%,7%,-5%,-17%

Part of the list above in order of SMILES length, largest number first:
mol,POLK inh,BLM inh,APE1 inh,Pol beta inh,Pol iota inh,BAZ2B inh,G9a block,Apoferritin bind,Pol eta inh
CCN(CC(=O)Nc1ccc(NC(C)=O)cc1)C(=O)c1cc(CN2C(=O)c3ccccc3C2=O)ccc1OC,-8%,/,6%,/,14%,8%,-1%,/,-17%
COc1ccc(CCN(Cc2cc3cccc(C)c3n3nnnc23)C(=O)c2ccncc2)cc1OC,/,-1%,13%,0%,/,-13%,8%[12.7 µM],-7%,/
COc1ccc(-c2noc(N3CCC(C(=O)Nc4ccc(OC)c(OC)c4)CC3)n2)cc1,5%&4%,-6%&-1%,17%,2%&13%,-9%&17%,-5%&1%,10%,-11%&2%,-4%&-9%
CC1CC(C)CN(C(=O)CCNS(=O)(=O)c2ccc3c(c2)CCC(=O)N3)C1 (configuration not stated),-1%,-1%,1%,26%,14%,-1%,7%,-5%,-17%
O=C(Nc1ccc2c(c1)C(=O)N(CC1CCCO1)C2=O)c1ccccc1Br (configuration not stated),-11%,-1%,-2%,8%,7%,-6%,9%,1%,4%
CCN(CC)S(=O)(=O)c1ccc(Cl)c(C(=O)Nc2nnc(C)s2)c1,-11%,-5%,-1%,5%,0%,6%,-4%[59 µM],-9%,-9%
O=C(NCc1ccccn1)c1cccc(S(=O)(=O)Nc2ccccc2Cl)c1,-3%,/,9%,/,32%[activator],11%,4%[12.7 µM],/,-4%
CC(=O)N1N=C(c2cccs2)CC1c1ccc(Br)cc1 (configuration not stated),-5%,-6%,-10%,2%,-4%,-2%,20%,-6%,-5%
Cc1cc(-c2nc3ncccc3o2)ccc1N,-5%,-3%,2%,-10%,-4%,2%,-1%[59 µM],59%[activator],-17%

Continued.
mol,POLK inh,BLM inh,APE1 inh,Pol beta inh,Pol iota inh,BAZ2B inh,G9a block,Apoferritin bind,Pol eta inh
CCCn1nc(C(=O)Nc2ccc(S(=O)(=O)Nc3ncccn3)cc2)c2ccccc2c1=O,-24%,-9%,1%,1%,?,?,14%[59 µM],5%,50µM*
NS(=O)(=O)c1ccc(CCNC(=O)c2ccc([N+](=O)[O-])cc2[N+](=O)[O-])cc1,-7%,-13%,2%,13%,44%[activator],-11%,-4%[12.7 µM],-9%,-13%
Cn1cccc1-c1cc(C(=O)O)[nH]n1,1%,-6%,12%,40%,28%,?,50µM*,-4%,-12%
Cc1ccc(NC(=O)NCc2cccn2Cc2ccccc2)cc1F,9%,0%,/,2%,-7%,-10%,5%[59 µM],7%,8%
CC12CCC(C(=O)N(NC(=O)c3ccccc3O)C1=O)C2(C)C (configuration not stated),-7%,-1%,13%,65%,-14%,-8%,19%[59 µM],4%,?
COc1ccc(NS(=O)(=O)/C=C/c2ccc(OC)c(OC)c2)cc1,0%,-6%,10%,-6%,86%[activator],-18%,-1%,-2%,-17%
COCCN(C(=O)CCC(=O)Nc1cc(C)on1)C(C(=O)NC(C)(C)C)c1ccccc1Cl (configuration not stated),-8%,2%,5%[12.4 µM],6%,-8%,1%,-7%[59 µM],-9%,-14%
Cc1ccc(NC(=O)CSc2nnc(Cc3csc(C)n3)o2)c(C)c1,-4%,/,0%,/,21%,3%,?,/,1%

(continued)
mol,POLK inh,BLM inh,APE1 inh,Pol beta inh,Pol iota inh,BAZ2B inh,G9a block,Apoferritin bind,Pol eta inh
CN(C(=O)COC(=O)C12CC3CC(CC(Cl)(C3)C1)C2)C1(C#N)CCCCC1,0%,/,-1%,/,-10%,-2%,-3%[12.7 µM],/,-16%
NC(=O)c1cc2ccccc2o/c1=N/NC(=O)c1cccc(Cl)c1,-9%[60.1 µM],-3%,-3%,2%,-11%,4%,-7%,-5%,7%
CCOc1ccc(OCCC(=O)N(CCC(C)C)c2c(N)n(Cc3ccccc3)c(=O)[nH]c2=O)cc1,-17%,/,-6%,/,-13%,16%,-47%[59 µM],/,-5%
COc1cc(C)nc(N2CCCC(C(=O)Nc3cccc(Cl)c3Cl)C2)n1 (configuration not stated),-7%,3%,8%,9%,6%,4%,11%[12.7 µM],-5%,-16%
C=CCc1c(C)c(C#N)c2nc3ccccc3n2c1N1CCCCC1,-26%,-5%,-1%,-7%,24%,13%,/,-5%,-11%
Cc1cc2oc(=O)c(CC(=O)NCCCO)c(C)c2c2occ(C(C)(C)C)c12,-7%,2%,10%,7%,-8%,-27%,4%,-6%,-4%
O=C(Nc1ccccc1)N(CCc1nc2ccccc2[nH]1)C1CCCC1,-25%,-1%,2%,?,-6%[58.9 µM],4%,3%[59 µM],-18%,-12%
Cc1cc(C)cc(NC(=O)NCc2c(-c3ccccc3)noc2C)c1,-13%,-5%,-6%,24%,185%[activator],4%,/,-21%,-17%

Other entries follow.
mol,POLK inh,BLM inh,APE1 inh,Pol beta inh,Pol iota inh,BAZ2B inh,G9a block,Apoferritin bind,Pol eta inh
O=S(=O)(NCCc1csc(-c2cccc(F)c2)n1)c1cc(F)ccc1F,-7%[60.1 µM],-7%,/,?,?,1%,15%[59 µM],-7%,-25%
COc1ccc(NS(=O)(=O)c2ccc3oc(=O)ccc3c2)cc1,17%,1%,6%,0%,-7%,-3%,/,-9%,-5%
O=C(NCCCN1CCCC1=O)c1cccc(S(=O)(=O)N2CCN(c3ccccc3)CC2)c1,-8%,-2%,-11%,1%,18%,-7%,/,-9%,-11%
COc1ccc(CNc2nc(-c3ccco3)nn2C(=O)c2ccccc2Cl)cc1,5%,-5%,/,5%,28%,-24%,6%[59 µM],-15%,/
CC(=O)Nc1ccc(NC(=O)C(C)Sc2n[nH]c(-c3ccc(C)cc3)n2)cc1 (configuration not stated),-4%,/,17%,/,35%[activator],10%,40µM*,/,-8%
CCCNC(=O)c1c(NC(=O)c2ccc(C)cc2)sc2c1CCCCC2,-5%,-2%,/,3%,30%[activator],1%,-4%[59 µM],-6%,-24%
COc1ccc(CCn2c(=N)c(C(=O)NCC3CCCO3)cc3c(=O)n4cccc(C)c4nc32)cc1OC (configuration not stated),-6%,59%[activator],-2%,1%,?,-25%,-20%,-10%,-5%
CCn1cnc2sc(C(=O)O)c(C)c2c1=O,-3%,2%,18%,4%,15%,9%,2%[12.7 µM],9%,-6%
COc1ccc(S(=O)(=O)N(CC(=O)NCCSc2ccccn2)c2ccccc2)cc1,0%,-5%,49%[activator],-25%,51%[activator],-16%,-6%,3%,-10%
CCN(c1ccc(NC(=O)COC(=O)CCc2cc(OC)c(OC)c(OC)c2)cc1)C(C)C,9%,-7%,-5%,-17%,27%,-38%,25µM*,?,-16%
COc1ccccc1-c1nccc(NCc2cnc(C)cn2)n1,-4%[60.1 µM],5%,-2%,/,/,/,/,0%,/
